# Mdm2-MdmX inh = inhibitors of human Mdm2/MdmX interaction. SaOS-2 split-luciferase Mdm2/MdmX complementation, luminescence. AID 485346. 3% of 330,000 active. inhibition, % at 8 µM;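 active = inhibition of at least 50% at 8 µM in the primary screen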
# Jurkat NFkB inh = lowers PMA/ionomycin-induced NF-kB signal in Jurkat cells. 0.53% of 330,000 active. AID 435003. PMA/ionomycin-induced NF-kB luciferase reporter, luminescence. inhibition, % at 4 µM; in the data active = inhibition above about 50%
# 697 NFkB inh = lowers PMA/ionomycin-induced NF-kB signal in 697 B cells | 697 B-cell NF-kB luciferase reporter, 16 h | 0.33% of 330,000 active | inhibition, % at 4 µM; in the data active = inhibition above about 35%
# APJ agonist = activates the human apelin receptor APJ | P35414 | CHO-K1 APJ PathHunter beta-arrestin, luminescence; 0% DMSO wells, 100% apelin | activation, % at 20 µM | 0.11% of 330,000 active;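 active = activation more than six SD over the plate average, tested at 20 µM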;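 also: 0% = DMSO alone and 100% = apelin-13 at 10 nM; some results filed as inactive read as strong as hits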
# Target sequence (P35414 whole entry, looked up): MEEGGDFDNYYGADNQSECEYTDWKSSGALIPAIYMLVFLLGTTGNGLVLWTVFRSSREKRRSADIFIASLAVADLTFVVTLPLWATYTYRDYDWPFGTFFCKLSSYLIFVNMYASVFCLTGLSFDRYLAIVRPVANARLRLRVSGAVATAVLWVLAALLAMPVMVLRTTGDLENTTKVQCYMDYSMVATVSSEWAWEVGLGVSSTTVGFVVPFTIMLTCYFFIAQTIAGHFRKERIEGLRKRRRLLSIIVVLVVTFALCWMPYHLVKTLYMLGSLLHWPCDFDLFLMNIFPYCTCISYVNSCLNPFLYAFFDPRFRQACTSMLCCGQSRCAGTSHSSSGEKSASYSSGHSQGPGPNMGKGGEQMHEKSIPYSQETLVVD
#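 Incubation: overnight seeding, 90 min compound at 25 °C, 1 h detection; test system: PathHunter CHO-K1 APJ (AGTRL-1) beta-arrestin reporter cells; amount: 1000 cells/well; doses: one dose, 20 µM compound, 1% DMSO; measured by: beta-gal luminescence; measure: agonist-driven arrestin binding to APJ; benchmarks: negative DMSO alone, positive Apelin-13 at 10 nM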
# tim23-1 inh = growth inhibitors of tim23-1 mutant yeast. S. cerevisiae tim23-1 growth, BacTiter-Glo luminescence, 24 h. inhibition, % at 20 µM. 1.3% of 330,000 active. AID 463212;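 active = growth inhibition of the mutant yeast at or above 50%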;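 also: temperature-sensitive mutant grown at 25 °C; plate controls were DMSO-treated mutant yeast for no effect and medium wells lacking yeast for full effect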
# UPR CHOP act = apoptotic UPR (CHOP) activation. activation, % at 10 µM. AID 449763. CHO-CHOP luciferase reporter, luminescence; percent of tunicamycin response over DMSO baseline. 0.34% of 330,000 active;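 active = at 10 µM dose, activation of 40% or more, normalized to positive control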;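 also: 100% = tunicamycin at 10 µg/mL and 0% = DMSO alone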
#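 Material: CHO-CHOP cells, stable luciferase reporter of PERK-eIF2a-CHOP signalling; quantity: 500 reporter cells seeded per well; buffer or medium: F12 medium containing 10% fetal bovine serum; compound: one dose, 10 µM in 0.5% DMSO; incubation: 6 h compound treatment, 37 °C; measured by: Steady-Glo luciferase luminescence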
# UPR XBP1 act = activators of adaptive arm of unfolded protein response (XBP1); 0.33% of 330,000 active; CHO-XBP1 luciferase reporter, IRE1-XBP1 UPR activation, luminescence; percent of tunicamycin response, DMSO as zero; AID 463104; activation, % at 20 µM;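 active = versus positive control, 20 µM dose yields 30% or more activation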;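 also: 100% = tunicamycin at 10 µg/mL and 0% = DMSO only wells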
#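 Test system: CHO-XBP1 luciferase reporter cells | Buffer or medium: Serum-containing F12 medium, 10% FBS | Schedule: 6 h compound exposure at 37 °C, 5% CO2 | Detection: Steady-Glo luciferase glow luminescence, 10 min after reagent addition | Read-out basis: Activation, % of tunicamycin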
# APJ antag = APJ receptor antagonism; inhibition, % at 20 µM; CHO-K1 APJ beta-arrestin complementation, luminescence; P35414; 0.32% of 330,000 active;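 active = inhibition above about 40% at 20 µM, limit read from the data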;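 also: cells challenged with 10 nM apelin-13 agonist together with compound; plate controls were apelin-13 plus DMSO wells for no effect and DMSO wells lacking apelin-13 for full effect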
# Active calls of the source: *.
SMILES,Mdm2-MdmX inh,Jurkat NFkB inh,697 NFkB inh,APJ agonist,tim23-1 inh,UPR CHOP act,UPR XBP1 act,APJ antag
O=c1[nH]c2ccc(N/C(=N/S(=O)(=O)c3ccccc3)c3ccccc3)cc2[nH]1,-2,-9,13,-2,-1,-0.6,-1,10
COc1ccc(-c2nnc3ccc(SCC(=O)NCc4ccco4)nn23)cc1,-7,-6,2,2,10,1.4,0,-3
O=C1CN(C(=O)c2ccc(F)c(S(=O)(=O)N3CCOCC3)c2)c2ccccc2N1,-10,-6,13,1,1,-1.1,0,7
COc1cccc(-c2noc(-c3ccc(Cl)nc3)n2)c1,-74,-78,-86,-1,5,3.7,1,-3
NC(=O)[C@@H]1CCNc2c(I)cc([N+](=O)[O-])cc2C(=O)N[C@@H](CCC(=O)O)C(=O)N[C@@H](CO)C(=O)N1,9,15,10,5,-2,2.3,0,9
Cc1cc(OCc2cc(C(=O)N3CCCCCC3)no2)cc(C)c1Cl,-89,-74,-96,-2,24,4.0,1,-25
COc1ccc(/C(N)=N/OC(=O)c2ccc3c(c2)OCO3)cc1OC,91*,-110,-134,12,59*,5.1,9,-53
COc1ccc(C(=O)CSc2cc(C)nc3nc(C)nn23)cc1OC,-2,-17,2,0,0,-1.9,7,9
COc1ccc(-n2c(=O)[nH]c3cc(C(=O)NCCc4ccc(OC)c(OC)c4)ccc3c2=O)c(OC)c1,15,8,15,-2,10,0.0,2,14
COc1ccc(NC(=O)/C(C#N)=C\c2ccc(-c3cccc(C(=O)O)c3C)o2)cc1,-4,0,-28,-2,23,0.8,-1,14
Cc1[nH]n(-c2ccccc2)c(=O)c1C(C[N+](=O)[O-])c1ccc(F)cc1 (centres undefined),0,1,-8,1,83*,-0.6,0,45*
CCOc1ccc(-c2nc(C#N)c(N3CCN(C)CC3)o2)cc1,-18,-7,-1,2,12,1.8,0,-2
CCOC(=O)N1CCN(C2CC(=O)N(c3ccc(F)cc3)C2=O)CC1 (centres undefined),32,6,8,-2,10,1.5,5,-5
Cc1[nH]ccc(=O)c1OC1OC(CO)C(O)C(O)C1O (centres undefined),25,13,9,-5,-4,0.4,-2,17
CC1(C)CC2CC(C)(CN2C(=O)C23CCC(C)(C(=O)C2)C3(C)C)C1 (centres undefined),-12,-8,-16,-1,23,3.0,-1,-25
CC(C)CCNc1nc(N)c([N+](=O)[O-])c(NCCO)n1,-7,2,-9,1,-6,5.7,0,-13
CCc1cccc(NC(=O)CNC(=O)N2CC(=O)Nc3ccccc32)c1,26,18,-5,1,10,3.4,-2,-2
CCn1c(=O)c(C(=O)NCCc2ccc(OC)c(OC)c2)c(O)c2ccccc21,-7,-36,3,-3,46,-1.8,-4,11
CCCCCCNC(=O)C(=O)NCCc1ccc(Cl)cc1,18,3,-4,1,-36,-0.5,-4,-6
COc1cc(NC(=O)c2cc3ccccc3cc2O)c(OC)cc1Cl,100*,5,2,5,-4,9.6,13,-76

# Brought forward from above: 5 entries, followed by the next part.
SMILES,Mdm2-MdmX inh,Jurkat NFkB inh,697 NFkB inh,APJ agonist,tim23-1 inh,UPR CHOP act,UPR XBP1 act,APJ antag
CC(C)CCNc1nc(N)c([N+](=O)[O-])c(NCCO)n1,-7,2,-9,1,-6,5.7,0,-13
CCc1cccc(NC(=O)CNC(=O)N2CC(=O)Nc3ccccc32)c1,26,18,-5,1,10,3.4,-2,-2
CCn1c(=O)c(C(=O)NCCc2ccc(OC)c(OC)c2)c(O)c2ccccc21,-7,-36,3,-3,46,-1.8,-4,11
CCCCCCNC(=O)C(=O)NCCc1ccc(Cl)cc1,18,3,-4,1,-36,-0.5,-4,-6
COc1cc(NC(=O)c2cc3ccccc3cc2O)c(OC)cc1Cl,100*,5,2,5,-4,9.6,13,-76
CN(C(=O)CN(C)S(=O)(=O)c1ccc(F)cc1)c1c(N)n(Cc2ccccc2)c(=O)[nH]c1=O,13,4,0,-2,3,-0.2,1,10
COc1ccc(NC(=O)CSc2ccc(F)cc2)cc1S(=O)(=O)N1CCCCC1,-17,10,4,-2,15,1.5,-1,-11
Cc1cc(Nc2ccccc2)c2c([N+](=O)[O-])ccc(C)c2n1,19,11,-2,-2,-92,-1.7,4,6
CN1CCN(C(=O)c2cc3sccc3n2CC(=O)c2ccccc2)CC1,8,12,15,0,9,-0.1,-3,9
O=C(Cc1csc(NC(=O)Nc2cccc(Cl)c2)n1)NCc1cccnc1,17,-1,-5,0,11,2.6,-1,-4
Cc1cc(NC(=O)CCS(=O)(=O)c2nc(-c3ccccc3)cc(C(F)(F)F)n2)no1,88*,21,-82,-1,48,138*,-9,21
Cc1cccc(C)c1NC(=O)C(C)Sc1n[nH]c(-c2ccncc2)n1 (centres undefined),7,15,10,1,-1,-0.3,-2,4
CCOc1ccccc1-c1ccc(C(=O)NCc2ccccc2)o1,22,11,13,-6,47,-0.1,-1,-16
Cc1cccc(N(CC(=O)NC2CCCC2)C(=O)CCC(=O)Nc2nc(C)cs2)c1,-18,-7,13,-2,9,1.3,0,2
Cc1ccc(OCC(=O)N(Cc2cccs2)C2CCS(=O)(=O)C2)cc1 (centres undefined),25,6,19,-7,12,1.9,-1,22
O=C(COc1ccc2ccc(=O)oc2c1)OCc1ccccc1,12,-1,22,-3,18,-1.2,-3,-9
CCCn1c(SCC(=O)NCc2ccc(C)cc2)n[nH]c1=O,-5,-19,12,-4,21,-1.1,1,5
COc1ccccc1N(CC(=O)Nc1ccc(C(F)(F)F)cc1)S(C)(=O)=O,1,7,11,0,17,-2.0,-1,-17
O=C(NCc1nnc(SCC(=O)N2CCOCC2)o1)c1c(F)cccc1Cl,11,9,20,-3,3,-2.3,-1,3
Cc1cc(C)cc(OCC(=O)Nc2ccncc2)c1,-9,7,-11,-1,10,1.7,-2,-23
O=C(C1=C[C@@H](c2coc3ccccc3c2=O)C[C@@H](OCCCCO)O1)N1CCN(Cc2ccc3c(c2)OCO3)CC1,5,14,20,0,5,1.0,0,-11
CCOc1ccc(NC(=O)C(NC(=O)C2CCC(C)CC2)C(C)C)cc1 (centres undefined),14,8,16,-2,-5,-0.3,-1,-8
Cc1cc(C(=O)OCC(=O)Nc2cccc(S(=O)(=O)N(C)C)c2)c2ccccc2n1,17,23,-6,4,13,-1.3,-3,11
CC(OC(=O)c1ccc(Cl)cc1)C(=O)NCc1ccc2c(c1)OCO2 (centres undefined),-9,9,4,-3,41,-1.5,0,14
C[n+]1cccc(/C=N/Nc2nc(Cl)c(C#N)c(Cl)c2Cl)c1,27,3,-3,-1,4,0.4,-2,24

# Records above marked active in Mdm2-MdmX inh.
smiles,Mdm2-MdmX inh,Jurkat NFkB inh,697 NFkB inh,UPR XBP1 act,APJ antag
COc1ccc(/C(N)=N/OC(=O)c2ccc3c(c2)OCO3)cc1OC,91*,-110,-134,9,-53
COc1cc(NC(=O)c2cc3ccccc3cc2O)c(OC)cc1Cl,100*,5,2,13,-76
Cc1cc(NC(=O)CCS(=O)(=O)c2nc(-c3ccccc3)cc(C(F)(F)F)n2)no1,88*,21,-82,-9,21

# Additional records follow.
SMILES,Mdm2-MdmX inh,Jurkat NFkB inh,697 NFkB inh,APJ agonist,tim23-1 inh,UPR CHOP act,UPR XBP1 act,APJ antag
S=c1[nH]nc(COc2ccccc2)n1/N=C/c1c(Cl)cccc1Cl,-16,-14,-5,-2,0,-0.1,5,27
COCCCNC(=S)NNC(=O)c1cc(Cl)c(O)c(Cl)c1,16,2,-10,-5,-1,3.4,1,-3
COC(=O)Nc1nc(-c2ccccc2)c(C(=O)c2ccccc2)s1,61*,41,-16,-5,24,0.1,26,1
O=C1NCCCc2c1oc1cc(Br)c(O)c(Br)c21,14,14,10,-5,2,-1.3,0,20
Cc1ccc(C)c(NC(=O)C2CCN(S(=O)(=O)c3ccc4c(c3)NC(=O)CO4)CC2)c1,13,18,0,1,-8,-1.9,-2,16
CCOC(=O)Nc1sc(C(=O)N(C)C)c(C)c1C(=O)OCC,20,-8,12,-1,10,-4.3,-2,-5
Nc1cccnc1S(=O)(=O)c1cccc(C(F)(F)F)c1,2,-3,-3,-5,7,1.6,-2,15
CCOC(=O)c1sc(NC(=O)CN(CC)CC)c(C(=O)OCC)c1C,6,6,15,-1,-7,-1.2,-3,0
Oc1ccc(/C=N/NC(=S)N2CCOCC2)cc1,13,-28,-35,-6,-8,1.8,3,27
CCOC(=O)/C(=N\Nc1ncnc2ccccc12)c1ccc(OC)cc1,-39,-83,-103,-2,1,-4.4,-13,9
O=C(OCC(=O)N1CCCCCC1)c1cccnc1Cl,-3,1,-15,0,-8,3.9,0,10
CC(=O)Nc1sc2c(c1C(c1ccccn1)N1CCCC1)CCCC2 (centres undefined),23,4,12,-3,17,-1.0,-2,10
O=C(OCN1C(=O)c2ccccc2C1=O)c1cc(S(=O)(=O)N2CCOCC2)ccc1F,13,15,-27,-2,6,2.8,0,-50
Cc1oc(-c2cccc(Cl)c2)nc1CN1CCC(C(=O)NCC2CCCO2)CC1 (centres undefined),-5,-6,-36,-3,10,-2.8,-2,17
COC(=O)CSc1nnc(CNc2nc(-c3ccccc3)cs2)n1C,5,-1,-4,-3,12,-1.5,-4,3
Cc1ccc(N2C(=O)N(CC(=O)N(C)Cc3ccccc3)C(=O)C2C)cc1 (centres undefined),-1,9,17,-3,19,-0.1,-1,-7
CCc1ccccc1NC(=O)CSc1nc2[nH]c(=O)cc(O)c2s1,7,-5,-1,1,-6,-0.3,-9,-7
Cc1ccc(C)c(S(=O)(=O)C(C#N)c2nc3ccccc3nc2N2CCOCC2)c1 (centres undefined),4,7,-1,0,26,1.0,0,-4
C=CCNC(=O)c1cnn(-c2ccccc2)c1-c1ccccc1,7,-3,-9,-3,12,-2.8,-5,5
CC(=O)c1ccc(-n2nnnc2SCC(=O)NNC(=O)c2ccco2)cc1,5,-16,11,-6,3,-2.1,-3,-6
COc1ccccc1N=Cc1c(C)c(C#N)c2[nH]c3ccccc3n2c1=O,27,5,5,1,14,2.7,-1,-13
Cn1nc(C(=O)NCC2COc3ccccc3O2)c2ccccc2c1=O (centres undefined),27,6,1,-3,26,6.4,0,20
COCCOCCn1cnc2ccccc21,11,-2,-30,-2,2,-0.1,1,-12
CCO[C@H]1OC(C(=O)O)=C[C@@H](C)[C@@H]1CCCO,23,2,14,-4,1,0.4,-1,12
Cc1ccc(C(=O)COC(=O)CN2C(=O)C3C4C=CC(C4)C3C2=O)cc1C (centres undefined),12,3,9,-5,19,-0.4,-1,7
Cc1cccc(-n2c(O)c(C=Nc3ccccc3O)c3ccccc3c2=O)n1,12,1,1,-3,-4,1.0,-1,16
COC1CCCCC1Nc1ccc(C)c(C)c1 (centres undefined),12,-7,2,-3,23,-0.8,-1,19
CCOC(=O)Cc1c(C)nc2c(-c3ccccc3)c(C)[nH]n2c1=O,22,8,6,-5,-3,-0.4,-2,-8
O=C1c2ccccc2C(Nc2ccc3c(c2)OCCO3)N1c1ccccn1 (centres undefined),11,-3,-24,-5,50,-2.3,-3,6
CCOC(=O)C1(Cc2ccccc2)CCN(Cc2ccc3c(c2)OCCO3)CC1,17,11,1,1,5,0.1,-1,11
Cc1cc(C(F)(F)F)n2nc(C(=O)O)c(Cl)c2n1,-2,-8,8,2,0,-2.2,-2,9
CCOC(=O)c1sc(C)c2c1NC(C)(c1ccccc1)NC2=O (centres undefined),24,-10,2,-1,30,0.4,-1,1
Cc1ccc(C(=O)OCC(=O)NC(=O)c2ccc(C(C)(C)C)cc2)c(O)c1,10,-6,-3,-5,-12,1.4,-4,-31

# Compound activity: PubChem, Sanford-Burnham Center for Chemical Genomics
